Vif-A3G inh: blocks the Vif interaction with human APOBEC3G. 0.076% of 410,000 active. Q9HC16. HeLa A3G-eYFP + Vif (tagged APOBEC3G with the HIV-1 protein that degrades it), YFP fluorescence, overnight. Potency, µM (titrated, usually from 46.1 µM), for inactives: at the highest dose activity, negative = active, usual class: inhibitors;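 further: potency means the concentration at half of the fitted maximal effect; on the % scale 0 is the no-effect control and ±100 the full control effect; nearly all actives have a fitted effect of over 60% in size; hits raise eYFP signal because A3G escapes Vif-driven loss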
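Read-out is eYFP fluorescence (Ex 488/Em 500-530) from Vif-expressing HeLa A3G-eYFP cells; more signal means A3G escaped Vif-mediated degradation. Cells plated overnight, compound pinned in, incubated overnight at 37 deg C.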
TrxR1 substrate: rat thioredoxin reductase 1 substrate activity. Potency, µM (highest dose often 114 µM), without a hit: at the top dose activity change, negative = substrate turnover. purified TrxR1 substrate turnover, NADPH consumption readout. 0.01% of 390,000 active. O89049; further: potency means the concentration at half of the fitted maximal effect; on the % scale 0 is the no-effect control and ±100 the full control effect; nearly all actives have a fitted effect of over 50% in size
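Rat TrxR1, dispensed at 90 nM, was prereduced with 400 uM NADPH (final) for 5 min at ~22 deg C, then incubated with compound 15 min before 400 uM selenite. A first-read NADPH fluorescence drop versus no-compound background flagged substrates.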
PI4K2A inh: PI4K2A (human) kinase inhibition; Q9BTU6; purified PI4K2A, ADP-Glo luminescence, 1 h; active compounds read low; activity change, negative = inhibition, % at 76.9 µM; 0.13% of 420,000 active; AID 1346378; in the data active means activity change below about -50%; inconclusive means mostly about -30% to -49%;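 further: -100% = wells without enzyme as full effect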
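In this quantitative HTS, ADP production by PI4K2A was quantified luminescently after 1 h at ambient temperature; 100 microM adenosine served as plate-quality control.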
Vif-A3F inh: Vif-A3F binding inhibition. HeLa A3F-eYFP + Vif (tagged APOBEC3F with the HIV-1 protein that degrades it), YFP fluorescence increase. Potency, µM (highest dose often 46.1 µM), for the others: top-dose activity, negative = active. 0.2% of 390,000 active. AID 602313; further: potency means the concentration at half of the fitted maximal effect; % of control where 0% means no effect; nearly all actives have a fitted effect of over 65% in size
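HeLa cells stably expressing Vif plus C-terminally eYFP-tagged A3F were seeded, incubated overnight at 37 deg C, dosed with compound, incubated overnight again at 37 deg C. Yellow fluorescence (Ex 488/Em 500-530) reported blocked Vif-mediated A3F-eYFP degradation.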
RXFP1 agonist: activates the human relaxin receptor RXFP1; AID 2676; Potency, µM (top dose mostly 57.5 µM), inactives show at the top dose activation, actives largely listed as activators; 0.3% of 370,000 active; HEK293T-RXFP1 cAMP TR-FRET, 30 min; response scale: percent of porcine relaxin response, buffer zero; Q9HBX9; further: potency means the concentration at half of the fitted maximal effect; on the % scale 0 is the no-effect control and ±100 the full control effect; nearly all actives have a fitted effect of over 60% in size; many of its hits are not listed in these tables
Target sequence (Q9HBX9 whole entry, looked up): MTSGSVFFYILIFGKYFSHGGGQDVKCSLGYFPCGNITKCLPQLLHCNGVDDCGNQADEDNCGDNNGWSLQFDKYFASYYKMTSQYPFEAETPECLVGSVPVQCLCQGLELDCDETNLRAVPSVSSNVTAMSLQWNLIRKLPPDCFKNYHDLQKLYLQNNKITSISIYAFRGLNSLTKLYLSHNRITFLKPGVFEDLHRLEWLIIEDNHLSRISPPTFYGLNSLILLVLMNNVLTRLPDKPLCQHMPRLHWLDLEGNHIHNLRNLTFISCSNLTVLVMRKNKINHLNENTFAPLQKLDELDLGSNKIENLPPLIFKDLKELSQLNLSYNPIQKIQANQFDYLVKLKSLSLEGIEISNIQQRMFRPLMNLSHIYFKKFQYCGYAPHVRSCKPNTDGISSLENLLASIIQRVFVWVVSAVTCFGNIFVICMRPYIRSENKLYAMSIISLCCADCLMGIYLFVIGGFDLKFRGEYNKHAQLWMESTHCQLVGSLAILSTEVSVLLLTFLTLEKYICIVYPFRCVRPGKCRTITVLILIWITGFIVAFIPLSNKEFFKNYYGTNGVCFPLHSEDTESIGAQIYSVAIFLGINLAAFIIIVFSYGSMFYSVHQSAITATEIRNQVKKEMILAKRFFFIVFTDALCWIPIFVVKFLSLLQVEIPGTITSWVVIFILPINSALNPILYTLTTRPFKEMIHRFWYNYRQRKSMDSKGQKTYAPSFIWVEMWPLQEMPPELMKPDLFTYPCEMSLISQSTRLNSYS
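HEK293 cells stably expressing RXFP1, treated 30 min at 37C with compounds plus PDE4 inhibitor Ro 20174; cAMP measured by HTRF TR-FRET. Normalized to buffer and 29 nM porcine relaxin; EC50 by Hill fit.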
mIDH1 inhibitor: blocks human mutant IDH1 R132H enzyme; O75874; IDH1-R132H enzyme, NADPH consumption, diaphorase/resazurin fluorescence; Potency, µM (highest dose often 76.6 µM), inactives show at the highest dose activity change, negative = inhibition, most hits filed as inhibitors; 0.093% of 390,000 active; AID 602179; further: potency means the concentration at half of the fitted maximal effect; on the % scale 0 is the no-effect control and ±100 the full control effect; nearly all actives have a fitted effect of over 65% in size
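IDH1-R132H (0.5 ug/mL) preincubated 30 min with compound, then NADPH (0.016 mM) and alpha-KG (2 mM) added; 80 min at RT, pH 7.5. Remaining NADPH coupled via diaphorase/resazurin to fluorescence (540/590 nm); concentration-response curves normalized to no-enzyme control.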
USP1-UAF1 inh: blocks the human USP1/UAF1 deubiquitinase complex | 0.23% of 390,000 active | Potency, µM (doses to about 57.1 µM), without a hit: at the top dose activity change, negative = inhibition, most hits filed as inhibitors | recombinant USP1/UAF1, Ub-Rhodamine cleavage fluorescence | AID 743255 | O94782; further: potency means the concentration at half of the fitted maximal effect; on the % scale 0 is the no-effect control and ±100 the full control effect; nearly all actives have a fitted effect of over 60% in size; inactives centre near -12
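1 nM enzyme complex + cpd, 15 min RT; start with Ub-Rho 150nM final; kinetic fluorescence ex 480/em 540, 6 reads q60 s. Buffer 50mM HEPES pH 7.8, 0.5mM EDTA, 0.1 mg/ml BSA, 1mM TCEP, 0.01% Tween-20.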
LDHA block: inhibitors of human lactate dehydrogenase A. activity change, % (values are at about 110 or 230 µM). purified LDHA, NADH/diaphorase-resazurin fluorescence; active compounds read low. AID 1347041. P00338. 0.15% of 480,000 active; in the data active means activity change below about -30%; inconclusive means mostly about -25% to -30%;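 further: plate controls were DMSO wells for no effect and wells without enzyme for full effect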
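Human LDH5 (2 nM) was incubated with 0.06 mM NADH and 0.2 mM pyruvate for 5 min at room temperature in Tris pH 7.4. Remaining NADH was coupled through diaphorase/resazurin, and resorufin fluorescence was read at 0 and 20 min.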
Glioma ERSR ind: induces the endoplasmic reticulum stress response in human glioma cells | U87-MG GRP78 promoter luciferase reporter, 16 h | Potency, µM, for the others: at the top dose activation, hits mostly activators | 0.02% of 420,000 active; further: potency means the concentration at half of the fitted maximal effect; series mostly up to about 76 µM; % of control where 0% means no effect; nearly all actives have a fitted effect of over 35% in size
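ERSR induction read as luciferase luminescence (Bright-Glo, 10 min at room temperature) in stably transfected human U87-MG glioma cells exposed to compounds for 16 h, using GRP78 as sensor.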
The depositor's hits bear a star; [ ] = remark or other dose. Unless noted, the call rests on the fitted dose curve; in most records, active means well fitted curve in the direction sought with a large enough effect; inconclusive means small, poorly fitted or top-dose-only effect, or another doubt; inactive means no such curve, though single readings can be large; an effect the other way counts as inactive or inconclusive.

Results for COc1cccc(-c2nc(CS(=O)(=O)c3ccccc3)no2)c1 ?
Vif-A3G inh: 0.4%; TrxR1 substrate: 6.7%[57.1 µM]; PI4K2A inh: 0.6; Vif-A3F inh: 3.6%; RXFP1 agonist: -1.4%; mIDH1 inhibitor: -1.6%; USP1-UAF1 inh: -2.9%; LDHA block: -4.7; Glioma ERSR ind: 0.6%

Results for C=CCOc1cccc(CNCCCN2CCOCC2)c1 ?
Vif-A3G inh: -0.1%; TrxR1 substrate: 9.7%[57.1 µM]; PI4K2A inh: -4.5; Vif-A3F inh: -3.9%; RXFP1 agonist: 0.6%; mIDH1 inhibitor: 17.1%; USP1-UAF1 inh: -8.0%; LDHA block: -1.7; Glioma ERSR ind: 0.5%

What do the screens show for `Cc1ccccc1N(CC(=O)Nc1ccc(S(=O)(=O)N2CCOCC2)cc1)S(C)(=O)=O`?
Vif-A3G inh: -1.2%; TrxR1 substrate: -15.2%[57.1 µM]; PI4K2A inh: 7.9; Vif-A3F inh: 12.8%; RXFP1 agonist: 2.0%; mIDH1 inhibitor: 1.1%; USP1-UAF1 inh: -8.4%; LDHA block: 0.7; Glioma ERSR ind: -1.7%

Results for O=C1CC(c2ccco2)CC(O)=C1C=NCCN1CCN(C2CC(=O)N(c3ccccc3)C2=O)CC1 (configuration not stated) ?
Vif-A3G inh: -3.7%; TrxR1 substrate: -1.5%; PI4K2A inh: 2.1; Vif-A3F inh: 0.9%; RXFP1 agonist: 2.0%; mIDH1 inhibitor: -2.3%; USP1-UAF1 inh: -15.9%; LDHA block: -4.1; Glioma ERSR ind: -3.9%

Results for COc1ccccc1C(=O)NCCc1csc(-c2ccc(C(F)(F)F)cc2)n1 ?
Vif-A3G inh: 0.3%; TrxR1 substrate: 3.5%[57.1 µM]; PI4K2A inh: -4.1; Vif-A3F inh: -20.5%; RXFP1 agonist: 1.9%; mIDH1 inhibitor: 16.5%; USP1-UAF1 inh: -15.1%; LDHA block: 6.5; Glioma ERSR ind: -5.4%

What do the screens show for `Cc1ccc(-c2csc(NC(=S)NC(=O)c3cc4ccccc4o3)n2)cc1`?
Vif-A3G inh: -0.4%; TrxR1 substrate: -1.3%; PI4K2A inh: -5.8; Vif-A3F inh: 1.0%; RXFP1 agonist: -3.0%; mIDH1 inhibitor: 0.5%; USP1-UAF1 inh: 4.6%; LDHA block: -3.3; Glioma ERSR ind: -1.3%

Results for CCN1CCCC1CNC(=O)Cn1nc(C)n2nc(-c3ccccc3)cc2c1=O (configuration not stated) ?
Vif-A3G inh: 3.0%; TrxR1 substrate: 0.1%; PI4K2A inh: -2.5; Vif-A3F inh: 2.8%; RXFP1 agonist: -0.8%; mIDH1 inhibitor: 22.8%; USP1-UAF1 inh: -8.2%; LDHA block: -8.0; Glioma ERSR ind: -1.6%

How did O=C(CC[C@H]1O[C@@H](n2ccc(=O)[nH]c2=O)[C@H](O)[C@@H]1O)N[C@H](Cc1ccccc1)C(=O)NCCCc1ccccc1 do in these assays?
Vif-A3G inh: 0.6%; PI4K2A inh: 0.4; LDHA block: -7.3; Glioma ERSR ind: -2.9%

What do the screens show for `O=c1c2cc(Br)ccc2nc(-c2ccc([N+](=O)[O-])cc2)n1O`?
Vif-A3G inh: 5.3%; TrxR1 substrate: 5.6%[57.1 µM]; PI4K2A inh: -0.4; Vif-A3F inh: -1.8%; RXFP1 agonist: 26.8%; mIDH1 inhibitor: -3.8%; USP1-UAF1 inh: -14.2%; LDHA block: -5.9; Glioma ERSR ind: 2.7%

Results for O=C(COC(=O)c1cc([N+](=O)[O-])ccc1N1CCOCC1)NCc1ccc(F)cc1 ?
Vif-A3G inh: -1.1%; TrxR1 substrate: -1.3%[57.1 µM]; PI4K2A inh: -1.2; Vif-A3F inh: inconclusive; RXFP1 agonist: 2.7%; mIDH1 inhibitor: 3.1%; USP1-UAF1 inh: 2.3%; LDHA block: -0.4; Glioma ERSR ind: -7.0%

Results for COc1ccc(S(=O)(=O)N2CCN(CC(O)CN3CCOCC3)CC2)cc1 (configuration not stated) ?
Vif-A3G inh: -0.6%; TrxR1 substrate: 3.6%; PI4K2A inh: -2.1; Vif-A3F inh: 1.3%; RXFP1 agonist: 0.9%; mIDH1 inhibitor: -5.2%; USP1-UAF1 inh: -21.7%; LDHA block: -8.5; Glioma ERSR ind: -1.6%

How did O=C(c1ccco1)n1nc(-c2ccccc2)nc1SCc1ccccc1 do in these assays?
Vif-A3G inh: 2.6%; TrxR1 substrate: -5.8%; PI4K2A inh: 7.8; Vif-A3F inh: -3.1%; RXFP1 agonist: 2.5%; mIDH1 inhibitor: -2.2%; USP1-UAF1 inh: -6.4%; LDHA block: -1.8; Glioma ERSR ind: 2.5%

What do the screens show for `COc1ccc(CC(=O)Nc2ccc(N3CCOCC3)cc2)cc1S(=O)(=O)N1CCOCC1`?
Vif-A3G inh: 1.6%; TrxR1 substrate: -9.7%; PI4K2A inh: -4.1; Vif-A3F inh: 3.0%; RXFP1 agonist: -2.0%; mIDH1 inhibitor: -1.3%; USP1-UAF1 inh: -15.9%; LDHA block: -3.4; Glioma ERSR ind: 1.3%

How did COc1cc2ccccc2cc1C(=O)N1CCCCC1 do in these assays?
Vif-A3G inh: -1.1%; TrxR1 substrate: 2.5%[57.1 µM]; PI4K2A inh: 4.8; Vif-A3F inh: 3.6%; RXFP1 agonist: 1.8%; mIDH1 inhibitor: 0.8%; USP1-UAF1 inh: -16.1%; LDHA block: -5.9; Glioma ERSR ind: -1.1%

What do the screens show for `Cc1cccc(NC(=O)c2ccccc2NC(=O)CCC(=O)O)c1`?
Vif-A3G inh: 0.5%; TrxR1 substrate: 4.7%; PI4K2A inh: -0.7; Vif-A3F inh: -4.9%; RXFP1 agonist: 0.7%; mIDH1 inhibitor: 6.0%; USP1-UAF1 inh: 2.4%; LDHA block: -3.7; Glioma ERSR ind: -4.7%

Results for O=C(COc1ncnc2sccc12)NC1CCCc2ccccc21 (configuration not stated) ?
Vif-A3G inh: 0.8%; TrxR1 substrate: -7.8%; PI4K2A inh: 1.8; Vif-A3F inh: -0.8%; RXFP1 agonist: 0.2%; mIDH1 inhibitor: 5.6%; USP1-UAF1 inh: 0.6%; LDHA block: -0.8; Glioma ERSR ind: -4.4%

Results for CCCn1c(C)cc(C)c(C#N)c1=O ?
Vif-A3G inh: 1.6%; TrxR1 substrate: 2.7%; PI4K2A inh: -1.8; Vif-A3F inh: -21.5%; RXFP1 agonist: 0.2%; mIDH1 inhibitor: 0.0%; USP1-UAF1 inh: -22.3%; LDHA block: -8.2; Glioma ERSR ind: -3.5%

How did CCOC(=O)Cn1cc(Cn2c3ccccc3c(=O)n2C(C)C)nn1 do in these assays?
Vif-A3G inh: 0.2%; PI4K2A inh: -0.8; LDHA block: -2.1; Glioma ERSR ind: -4.6%

How did COCCN(C(=O)CSc1ncn[nH]1)c1c(N)n(Cc2ccccc2)c(=O)[nH]c1=O do in these assays?
Vif-A3G inh: -0.5%; TrxR1 substrate: -5.6%; PI4K2A inh: -0.8; Vif-A3F inh: -4.9%; RXFP1 agonist: 0.0%; mIDH1 inhibitor: 3.2%; USP1-UAF1 inh: -3.4%; LDHA block: -6.2; Glioma ERSR ind: -6.3%

How did C#CCNC(=O)c1cc2sccc2n1C do in these assays?
Vif-A3G inh: 0.5%; TrxR1 substrate: 10.6%; PI4K2A inh: -0.3; Vif-A3F inh: 0.1%; RXFP1 agonist: -0.4%; mIDH1 inhibitor: 10.3%; USP1-UAF1 inh: -17.4%; LDHA block: 0.6; Glioma ERSR ind: -1.9%

How did Cc1cc(C)nc(SCc2ccc(Br)cc2)n1 do in these assays?
Vif-A3G inh: -1.8%; TrxR1 substrate: -0.5%; PI4K2A inh: 0.6; Vif-A3F inh: 0.9%; RXFP1 agonist: 0.2%; mIDH1 inhibitor: 1.9%; USP1-UAF1 inh: -15.8%; LDHA block: -2.7; Glioma ERSR ind: -2.8%

How did Cc1ccc(C(=O)NCCSC(C)(C)C)cc1[N+](=O)[O-] do in these assays?
Vif-A3G inh: 0.3%; TrxR1 substrate: 4.4%; PI4K2A inh: -0.2; Vif-A3F inh: -20.0%; RXFP1 agonist: -1.1%; mIDH1 inhibitor: 3.1%; USP1-UAF1 inh: -2.8%; LDHA block: -3.7; Glioma ERSR ind: 1.4%

Results for Cc1cc(OCC(=O)N2CCCC2)ccc1Cl ?
Vif-A3G inh: 2.1%; TrxR1 substrate: -8.3%; PI4K2A inh: -9.3; RXFP1 agonist: -1.1%; mIDH1 inhibitor: 20.1%; USP1-UAF1 inh: -11.1%; LDHA block: -15.8; Glioma ERSR ind: -1.0%

Results for O=C(C1CCCO1)N1CCN(C(=S)Nc2ccc(F)cc2)CC1 (configuration not stated) ?
Vif-A3G inh: -0.1%; TrxR1 substrate: -0.2%; PI4K2A inh: -3.2; Vif-A3F inh: -12.1%; RXFP1 agonist: 2.0%; mIDH1 inhibitor: -4.0%; USP1-UAF1 inh: -22.2%; LDHA block: -2.5; Glioma ERSR ind: -5.5%

Screens from PubChem BioAssay.

Not all compounds are listed. The share of hits here may be higher or lower than overall.
